Compound activity deposited in PubChem by several laboratories.
bCat nuc transl = beta-catenin nuclear translocation modulation. HeLa beta-catenin nuclear translocation, immunofluorescence imaging. nuclear translocation activity, % at 5 µM. 190,000 compounds, 0.3% hits. AID 1665;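 active = nuclear translocation activity above 50% at 5 µM, with a well cell count of 50 or more; inconclusive = wells under 50 cells across six images, flagged as toxic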;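 note: per-cell ratio of nuclear to cytoplasmic median beta-catenin stain intensity; plate controls were DMSO negative control for no effect and GSK-3 inhibitor IX positive control for full effect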
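Test system: human HeLa cells, endogenous beta-catenin. Times: 24 h compound exposure, 37°C. Measured by: beta-catenin immunofluorescence imaging with DAPI.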
RSV antiviral HEp-2 = inhibition of RSV-induced cytopathic effect – HEp-2 cells, primary 10 µM value included (AID 2391); HEp-2 cells, RSV-induced CPE inhibition; higher % means a stronger effect; CPE inhibition, % at 10 µM; hits with a dose series show IC50 in µM; 310,000 compounds, 0.13% hits; in the data active = a potency from the dose series; inconclusive = CPE inhibition mostly from about 23% at the one dose, without a potency; inactive = the rest, 99 in 100 with CPE inhibition below about 21%; note: strong numbers were not always called active
Salmonella PhoP GFP = inhibitors of PhoP regulon expression, primary screen, Salmonella Typhimurium, GFP reporter (AID 1863). S. Typhimurium PhoP-regulated promoter GFP reporter, 4 h; higher % means a stronger effect. inhibition, % at 50 µM; hits with a dose series show IC50 in µM. 300,000 compounds, 0.16% hits;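 active = inhibition over 29.93%, a cutoff 3 SD above the screen mean, later confirmed by dose response; inconclusive = inhibition over 29.93% but no dose response follow-up; inactive = inhibition at most 29.93% or unconfirmed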;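 note: 0% = low Mg2+ inducing control and 100% = high Mg2+ repressing control; strong numbers were not always called active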
Myeloid diff MLP = promotes myeloid progenitor differentiation. ER-HoxA9 myeloid progenitors, lysozyme-GFP differentiation, flow cytometry. calls only at 10 µM. 360,000 compounds, 1% hits;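 active = normalized GFP-positive differentiation at or above the plate's own cutoff, the solvent-only control mean plus 3 SD; inconclusive = no clear call, values can overlap the other calls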;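 note: cells exposed to compound for four days before flow analysis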
Rac1 GTP hydrolysis = MgcRacGAP GTPase-activating activity inhibitors, confirmation, biochemical, ADP Hunter fluorescence; one-dose inhibition, % at 30 µM; IC50 in µM for titrated hits; MgcRacGAP-stimulated Rac1 GTP hydrolysis, ADP Hunter fluorescence; higher % means a stronger effect; GST-tagged Rac1 F28L mutant substrate; AID 624330; 340,000 compounds, 0.6% hits;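 active = first-screen hits whose inhibition reached a set limit at any dose in the follow-up dose series; inconclusive = inhibition above the set first-screen limit but never retested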;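 note: fluorescence reports GDP produced by GAP-driven GTP hydrolysis; strong numbers were not always called active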
SV40 large T antigen = SV40 large T antigen inhibitors, biochemical (AID 1903); inhibition, % at 20 µM; hits with a dose series show IC50 in µM; 310,000 compounds, 0.39% hits; SV40 large T antigen ATPase/helicase inhibition assay; higher % means a stronger effect; in the data active = a potency from the dose series; inconclusive = inhibition mostly from about 32% at the one dose, without a potency; inactive = the rest, 99 in 100 with inhibition below about 32%; note: strong numbers were not always called active
WT yeast gro inh = growth inhibition of WT yeast, mitochondrial fusion screen. 190,000 compounds, 2.1% hits. mitochondrial fusion phenotypic screen, WT strain. inhibition, % at 10 µM; in the data active = inhibition above about 58%; tested in S. cerevisiae
T cell modulator = modulates CD8 T cell binding to vesicles. AID 2052. calls only at 7 µM. 330,000 compounds, 0.068% hits. 2C CD8+ T cell-vesicle binding, flow cytometry; hits give low values;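 active = response, share of CD8 T cells binding vesicles, and their 90th percentile fluorescence all below set limits, cut at about 80% in these data, passing the limit was not always enough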
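System: murine 2C transgenic CD8+ T lymphocytes; also added: QL9-loaded Drosophila micro-vesicles; times: binding 1.5 h at 37 °C; measured by: flow cytometry, PE anti-B7-1 (FL2) versus Alexa647 anti-CD8 (FL8), PFA-fixed; control set: Peptide-free naked vesicles (low) and QL9 vesicles with 0.7% DMSO vehicle (high)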
West Nile antiviral = inhibition of WNV-induced cytopathic effect – cell-based, CPE readout (AID 1621); one-dose CPE inhibition, % at 10 µM; IC50 in µM for titrated hits; 290,000 compounds, 0.02% hits; West Nile virus-infected cells, CPE inhibition; higher % means a stronger effect; in the data active = a potency from the dose series; inconclusive = CPE inhibition mostly from about 3.7% at the one dose, without a potency; inactive = the rest, 99 in 100 with CPE inhibition below about 2.2%; note: strong numbers were not always called active
WT yeast gro inh mutant strain = also measured in WT yeast gro inh; calls as there; inhibition, %; mitochondrial fusion phenotypic screen, mutant strain inhibition
bCat nuc transl cell count 5 µM = recorded beside bCat nuc transl, whose call it bears; cell count; measured here: cell count, cytotoxicity flag
T cell modulator vesicle-bound % = second read-out of T cell modulator, no call of its own (marks repeat the call); double positive events, %; measured here: CD8+ vesicle-bound cell fraction;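 binding gate set so that unloaded-vesicle control wells show 10% double positive cells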
Myeloid diff MLP GFP+ MAC1+ % = second read-out of Myeloid diff MLP, no call of its own (marks repeat the call); GFP+ MAC1+ double positive, %; measured here: differentiation confirmed by MAC1 staining
* = called active by the depositor; i = inactive; ? = inconclusive; / = no result given; + = active, no number.

SMILES | bCat nuc transl | bCat nuc transl cell count 5 µM | RSV antiviral HEp-2 | Salmonella PhoP GFP | Myeloid diff MLP | Myeloid diff MLP GFP+ MAC1+ % | Rac1 GTP hydrolysis | SV40 large T antigen | WT yeast gro inh | WT yeast gro inh mutant strain | T cell modulator | T cell modulator vesicle-bound % | West Nile antiviral
COc1cc(/C=C/C(=O)OCC(=O)Nc2cc(S(=O)(=O)N(C)C)ccc2Cl)ccc1O | -0.5 | 1357 | 0.0% | -5% | i | 0.3 | 17% | 11% | / | / | i | 38 | 0.0%
Oc1ccc(NC(=S)N=Nc2c(O)[nH]c3ccc(Br)cc23)cc1 | 11 | 596 | / | 2% | i | 0.4 | 152µM* | ? | -3 | 20 | / | / | -1.0%
Cc1cccc(/C=N/NC(=O)c2ccc(NC(=O)c3ccccc3Cl)cc2)n1 | / | / | 0.7% | 3% | i | 0.7 | 0% | 4% | / | / | i | 28 | 0.2%
CC(=O)c1c(C(C)=O)c(C)n(-c2cccc([N+](=O)[O-])c2)c1C | / | / | -0.6% | -1% | i | 0.7 | 3% | 5% | -2 | -16 | i | 52 | 0.2%
O=C1COc2ccc(S(=O)(=O)N3CCCCC3)cc2N1 | / | / | 1.2% | -12% | i | 0.0 | -8% | 11% | / | / | i | 10 | -0.3%
O=c1cc(CO)oc(CN2CCN(c3ccccc3F)CC2)c1O | 2.2 | 1377 | 0.8% | 6% | i | 0.5 | -2% | 4% | -13 | -6 | i | 22 | 0.8%
CC(C)CC(c1nnnn1C1CCCC1)N1CCC(C(N)=O)CC1 (stereo unspecified) | 3.0 | 1099 | 1.6% | 1% | i | 0.3 | 0% | -5% | 5 | -12 | i | 45 | -0.3%
CCCC(=O)N(c1ccc(OCC)cc1)C1C=CS(=O)(=O)C1 (stereo unspecified) | 1.3 | 1165 | 0.3% | -5% | i | 1.9 | 0% | 4% | 4 | 2 | i | 20 | -0.1%
COc1ccc(CCC(=O)N/N=C\c2cccs2)cc1 | 0.0 | 1086 | 2.9% | -4% | i | 0.3 | 8% | 1% | 6 | 3 | i | 28 | -0.6%
O=C(c1ccccc1)N1CCN(CC#Cc2ccccc2)CC1 | -3.0 | 893 | -0.3% | -2% | i | 1.5 | 1% | 4% | 14 | 20 | i | 33 | 0.0%
COCCN(C(=O)c1csnn1)C(C(=O)NC1CCCCC1)c1cccs1 (stereo unspecified) | / | / | 0.6% | -2% | i | 0.7 | 6% | 23% | -14 | -26 | i | 35 | 0.1%
Cc1cc(C(=O)OCC(=O)NC(C)C)c2ccccc2n1 | -0.6 | 1319 | -1.8% | -6% | i | 0.4 | 6% | 1% | / | / | i | 54 | 0.6%
Cc1nnc(-c2cnn(-c3ccccc3)c2N)n1Cc1ccc(F)cc1 | 0.4 | 1375 | -1.1% | 4% | i | 2.7 | 3% | 2% | 2 | 2 | i | 22 | -0.7%
Cc1nc2sc(-c3ccccc3)nn2c(=O)c1Br | 0.5 | 590 | 1.4% | 3% | i | 0.6 | 7% | 14% | 26 | 7 | i | 57 | -1.1%
CCOC(=O)c1c(NC(=O)CSC2=NN3CCCC(=O)N=C3S2)sc2c1CCCCC2 | 2.9 | 553 | 6.1% | 6% | i | 1.1 | -1% | 15% | 11 | -19 | i | 20 | /
COc1ccc2oc(C(=O)Nc3nnc(C)s3)c(C)c2c1 | / | / | 1.0% | / | i | 0.5 | 5% | / | / | / | i | 22 | /
COC(=O)CSC1=C(C#N)C(c2ccc(F)cc2)CC(=O)N1 (stereo unspecified) | -0.8 | 1185 | 1.1% | 3% | i | 1.8 | 11% | 11% | -3 | -1 | i | 38 | -0.2%
COc1ccc(CCNC(=O)C(CC(C)C)NC(N)=O)cc1 (stereo unspecified) | -3.8 | 1102 | 1.9% | -1% | i | 0.9 | -9% | 15% | -5 | -16 | i | 29 | -0.1%
CCc1cccc(NC(=O)Cn2c(=O)c3cccn3c3ccccc32)c1 | / | / | 7.3% | -8% | i | 0.6 | 8% | 7% | / | / | i | 8 | 0.4%
NS(=O)(=O)c1cccc(NC(=O)COC(=O)c2cc(-c3ccc(Cl)cc3)nc3ccccc23)c1 | 6.3 | 1021 | 47% | 2% | i | 0.5 | 9% | 0% | -19 | -1 | i | 54 | -0.5%
CCOC(=O)C1CCN(Cc2nnc(-c3ccccc3C)o2)CC1 | / | / | -0.1% | 28% | i | 0.2 | 5% | -6% | / | / | i | 48 | -0.1%
Cc1cc(C)n2cc(CSCc3ccccc3)nc2n1 | 1.0 | 1036 | 0.4% | 15% | i | 0.4 | 3% | 5% | 9 | 7 | i | 58 | -0.1%
Cc1ccccc1OCC(=O)Nc1ccc2c(c1)OCO2 | -1.4 | 1283 | 1.0% | 12% | i | 9.7 | 5% | 7% | 2 | -18 | i | 36 | /
O=C(NCCCCc1ccccc1)C1CCCC1 | / | / | 12% | -4% | i | 1.0 | 6% | 6% | / | / | i | 18 | -0.3%
CCOC(=O)CNC(=O)CSc1nccn1Cc1ccco1 | -6.7 | 1117 | 0.8% | 2% | i | 0.3 | 1% | 12% | 2 | 9 | i | 15 | -0.3%
CSc1nnc(N2C(=O)C(O)=C(C(=O)c3ccc(C)o3)C2c2ccc(C)cc2)s1 (stereo unspecified) | / | / | 3.9% | -16% | + | 15* | 14% | 13% | / | / | i | 34 | 0.0%
Cc1c(Cl)cccc1NC(=S)N1CCN(S(=O)(=O)c2cccs2)CC1 | -0.2 | 949 | 1.4% | 1% | i | 0.4 | 3% | 20% | 7 | 15 | i | 46 | -0.6%
Cc1c(C(=O)N2CCN(C)CC2)oc2ccc(Br)cc12 | / | / | -0.4% | 5% | i | 0.5 | 4% | 3% | / | / | i | 56 | -0.3%
COC(=O)CSc1nc2sc3c(c2c(=O)n1-c1ccccc1)CCN(C)C3 | 1.0 | 1167 | 0.5% | -11% | i | 0.8 | 15% | 15% | -5 | 6 | i | 44 | 0.6%
CCCN(CCC)S(=O)(=O)c1ccc(NS(=O)(=O)c2ccc(F)cc2)cc1 | 2.6 | 1359 | -0.9% | 3% | i | 1.9 | 1% | 16% | 18 | -1 | i | 11 | -0.2%
CC(C)(C)n1nnnc1C(c1cccs1)N(Cc1ccccc1)Cc1cccnc1 (stereo unspecified) | -1.2 | 1094 | 1.5% | 12% | i | 0.6 | 9% | -5% | 25 | 2 | i | 15 | -0.2%
Cn1c(=O)c2c(nc(NCCCN3CCOCC3)n2Cc2cccc(Cl)c2)n(C)c1=O | 3.2 | 754 | -0.9% | / | i | 0.6 | 8% | / | / | / | i | 43 | -0.3%
COc1ccc(S(=O)(=O)N2CCC3(CC2)CC(=O)c2ccccc2O3)cc1 | / | / | 1.1% | 17% | i | 0.9 | 3% | 17% | / | / | i | 6 | /
Cc1ccc2cc(CCNC(=O)c3ccc(S(=O)(=O)N4CCCCC4)cc3)c(=O)[nH]c2c1 | 1.0 | 963 | 15% | -2% | i | 0.2 | 9% | 1% | -10 | -3 | i | 16 | -0.1%
Cc1nc(NC(=O)/C=C/c2ccccc2)sc1C(=O)N1CCCCC1 | 0.3 | 1565 | 4.5% | 10% | i | 0.3 | 2% | -1% | 8 | -3 | i | 26 | -0.8%
Cc1ccc(N(C(=O)CNC(=O)c2ccco2)C(C(=O)NC2CCCCC2)c2ccncc2)c(C)c1 (stereo unspecified) | / | / | 0.6% | -4% | i | 1.4 | 5% | 24% | / | / | i | 41 | -0.1%
COC(=O)NC1(C(F)(F)F)NC(=O)N(C2CCCCC2)C1=O (stereo unspecified) | 0.8 | 1086 | 1.0% | 16% | i | 0.6 | 9% | 14% | 6 | -6 | i | 47 | -0.1%
CCn1cc(C(=O)N2CCOCC2)c(=O)c2cc(S(=O)(=O)N(C)C3CCCCC3)ccc21 | -0.6 | 1075 | 1.2% | -3% | i | 1.8 | 0% | 10% | 14 | 3 | i | 36 | 0.4%
Cc1c(Br)c([N+](=O)[O-])nn1CC(=O)Nc1ccc(Cc2ccncc2)cc1 | 1.5 | 477 | 5.5% | 7% | i | 0.2 | 3% | 24% | 1 | -6 | i | 31 | -1.1%
Cc1[nH]c(=O)[nH]c(=O)c1S(=O)(=O)N1CCCC(C(=O)N2CCN(c3cccc(C(F)(F)F)c3)CC2)C1 (stereo unspecified) | -1.7 | 1092 | -1.8% | -6% | i | 0.5 | 6% | 19% | -5 | 9 | i | 43 | 0.6%
O=C1N=C(O)CN1/N=C/c1ccc(-c2ccc([N+](=O)[O-])cc2)o1 | / | / | 0.8% | -19% | i | 3.7 | 8% | 21% | / | / | i | 20 | 0.1%
O=C(c1ccc(Cn2c(=S)[nH]c3cc4c(cc3c2=O)OCO4)cc1)N1CCN(c2ncccn2)CC1 | -2.7 | 1052 | ? | -5% | / | / | / | 9% | 4 | 2 | i | 36 | -0.3%
CC(C)CNC(=O)c1oc2ccccc2c1COc1ccccc1 | -4.0 | 648 | 7.0% | -1% | i | 0.4 | 11% | 8% | 63* | 17* | i | 54 | -0.7%
CCOC(=O)c1c(CSc2cccs2)n(C)c2cc(Br)c(O)c(CN(C)C)c12 | -0.6 | 1502 | 21% | -10% | i | 0.5 | 7% | 5% | 25 | -9 | i | 6 | -1.7%
CC(C)Cc1cc(C(=O)NCc2ccco2)no1 | -1.9 | 1113 | 1.6% | -5% | i | 1.5 | 19% | 10% | 7 | 2 | i | 22 | -0.2%
Cc1nc(-c2ccc(NC(=O)c3ccco3)cc2)cs1 | / | / | 0.1% | -4% | i | 0.7 | 12% | 28% | / | / | i | 22 | -0.8%

2 records picked at random from the list so far, as already listed:
SMILES | bCat nuc transl | bCat nuc transl cell count 5 µM | RSV antiviral HEp-2 | Salmonella PhoP GFP | Myeloid diff MLP | Myeloid diff MLP GFP+ MAC1+ % | Rac1 GTP hydrolysis | SV40 large T antigen | WT yeast gro inh | WT yeast gro inh mutant strain | T cell modulator | T cell modulator vesicle-bound % | West Nile antiviral
CCOC(=O)c1c(CSc2cccs2)n(C)c2cc(Br)c(O)c(CN(C)C)c12 | -0.6 | 1502 | 21% | -10% | i | 0.5 | 7% | 5% | 25 | -9 | i | 6 | -1.7%
CSc1nnc(N2C(=O)C(O)=C(C(=O)c3ccc(C)o3)C2c2ccc(C)cc2)s1 (stereo unspecified) | / | / | 3.9% | -16% | + | 15* | 14% | 13% | / | / | i | 34 | 0.0%
